Compound activity (PubChem BioAssay)
L3MBTL1 inh: qHTS Assay for the Inhibitors of L3MBTL1 | Lethal(3)malignant brain tumor-like protein 1 (Homo sapiens), Q9Y468 | AlphaScreen L3MBTL1–H3K9me1 peptide binding | Potency, µM (top dose mostly 57.1 µM), inactives show at the top dose activity, negative = inhibition, most hits filed as inhibitors | 0.66% of 230,000 active; active = well fitted inhibition curve with a large enough effect; inconclusive = small, poorly fitted or top-dose-only effect; inactive = no such curve, though single readings can be large or run the other way; also: nearly all actives have a fitted effect of over 60% in size
Target sequence (Q9Y468 whole entry, looked up): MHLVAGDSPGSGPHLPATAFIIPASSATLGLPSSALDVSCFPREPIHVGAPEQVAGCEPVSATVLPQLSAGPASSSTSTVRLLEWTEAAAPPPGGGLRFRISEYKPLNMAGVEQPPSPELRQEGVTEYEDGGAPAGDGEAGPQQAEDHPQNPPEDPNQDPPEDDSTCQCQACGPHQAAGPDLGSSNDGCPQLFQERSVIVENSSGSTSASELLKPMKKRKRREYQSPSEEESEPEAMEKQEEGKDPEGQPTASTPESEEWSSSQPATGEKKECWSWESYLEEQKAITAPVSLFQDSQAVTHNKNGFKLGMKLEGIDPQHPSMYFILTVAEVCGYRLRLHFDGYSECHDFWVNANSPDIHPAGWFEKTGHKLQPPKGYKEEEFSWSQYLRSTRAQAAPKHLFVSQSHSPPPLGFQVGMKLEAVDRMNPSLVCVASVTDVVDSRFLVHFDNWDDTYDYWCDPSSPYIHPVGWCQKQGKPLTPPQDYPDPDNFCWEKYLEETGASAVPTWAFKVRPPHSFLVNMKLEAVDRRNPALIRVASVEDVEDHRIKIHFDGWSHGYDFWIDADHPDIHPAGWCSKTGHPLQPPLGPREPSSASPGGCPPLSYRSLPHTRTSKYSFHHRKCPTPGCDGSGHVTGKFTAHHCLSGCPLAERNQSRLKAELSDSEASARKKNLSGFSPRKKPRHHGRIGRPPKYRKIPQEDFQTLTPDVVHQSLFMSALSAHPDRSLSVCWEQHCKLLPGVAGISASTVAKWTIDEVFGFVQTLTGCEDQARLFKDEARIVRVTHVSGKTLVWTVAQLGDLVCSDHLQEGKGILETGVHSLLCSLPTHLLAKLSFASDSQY
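L3MBTL1 (50 nM) pre-complexed 30 min with biotinylated H3(1-15)K9me1 peptide (75 nM), then compounds added for 30 min at room temperature; AlphaScreen streptavidin donor/nickel chelate acceptor beads (10 ug/mL final) read after 30 min dark incubation.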
* hit, by the source's call; ? = inconclusive; [ ] = another dose, or the depositor's remark. % is scaled to controls: 0 for no effect and ±100 for the full control effect; potency is read from the fitted curve at half-maximal effect.

SMILES | L3MBTL1 inh
CN(C(=O)c1ccc(Br)cc1)C1CCS(=O)(=O)C1 (stereo not drawn) | -9%
COc1ccc(C(=O)C2CCCN(Cc3cc(Cl)ccc3O)C2)c(OC)c1 (stereo not drawn) | 46%[activator]
COCCCN(C(=O)Cc1coc2cc(C)c(C)cc12)c1c(N)n(Cc2ccccc2)c(=O)[nH]c1=O | -2%
COc1ccc(Cl)cc1NC(=O)CN(C)C(=O)c1n[nH]c2ccccc12 | 2%
CC(OC(=O)Cc1c[nH]c2ccccc12)C(=O)Nc1ccccc1[N+](=O)[O-] (stereo not drawn) | -7%
CN(CC(=O)N1CCCCCC1)S(=O)(=O)c1ccccc1 | -9%
CC[C@@]1(C(=O)OC)N[C@H](CN(C)S(=O)(=O)c2ccccc2)[C@@H]2C(=O)N(Cc3ccccc3)C(=O)[C@@H]21 | ?
CC1CCCCN1C(=O)COC(=O)c1cc([N+](=O)[O-])ccc1N (stereo not drawn) | 5%
CCc1ccc(N=C2NC(=O)/C(=C/c3ccc(OCC(=O)O)c(OC)c3)S2)cc1 | -22%
CCC(=O)Nc1ccc(OCC2CCCO2)cc1 (stereo not drawn) | -2%
CC(=O)Nc1ccc(NC(=O)C(C)OC(=O)c2cccc(S(=O)(=O)N3CCCC3)c2)cc1 (stereo not drawn) | -9%
COc1ccc(C(=O)OCc2c(-c3cccc(OC)c3)ncc3ccccc23)cc1 | -6%

Reprinted from the results shown (5 entries):
SMILES | L3MBTL1 inh
CN(C(=O)c1ccc(Br)cc1)C1CCS(=O)(=O)C1 (stereo not drawn) | -9%
COc1ccc(C(=O)C2CCCN(Cc3cc(Cl)ccc3O)C2)c(OC)c1 (stereo not drawn) | 46%[activator]
COCCCN(C(=O)Cc1coc2cc(C)c(C)cc12)c1c(N)n(Cc2ccccc2)c(=O)[nH]c1=O | -2%
COc1ccc(Cl)cc1NC(=O)CN(C)C(=O)c1n[nH]c2ccccc12 | 2%
CC(OC(=O)Cc1c[nH]c2ccccc12)C(=O)Nc1ccccc1[N+](=O)[O-] (stereo not drawn) | -7%

The results go on.
SMILES | L3MBTL1 inh
CCC(CC)CN1CCN=C1N(C)C | -1%
CCOc1ccc(CCNC(=O)COC(=O)Cc2c[nH]c3ccccc23)cc1OCC | -1%
Cn1cccc1C(=O)NNC(=O)COc1ccccc1Cl | -6%
O=C(Cc1cccs1)Nc1ccc(F)cc1 | 12%
O=C(Nc1nc2ccccc2[nH]1)C1CCN(C(=O)c2ccc(F)cc2)CC1 | 0%
COc1ccccc1C(=O)NCCC(=O)Nc1nc2ccccc2[nH]1 | 0%
CCN(C(=O)COC(=O)c1c(C)nsc1NC)c1ccccc1 | -10%
O=C(NNC(=O)c1ccc([N+](=O)[O-])cc1)c1ccc(NS(=O)(=O)c2cccs2)cc1 | 4%
Cc1c(Cl)cccc1NC(=O)C1=COCCO1 | -9%
C=C(C)[C@@H](O)COc1c2ccoc2cc2oc(=O)ccc12 | 0%
CC1CCC(NC(=O)CSc2nncs2)CC1 (stereo not drawn) | 12%
O=C(N/N=C\c1cccnc1)c1ccccc1O | 6%

The final two entries of the part above open the next one.
SMILES | L3MBTL1 inh
CC1CCC(NC(=O)CSc2nncs2)CC1 (stereo not drawn) | 12%
O=C(N/N=C\c1cccnc1)c1ccccc1O | 6%
Cc1c(NC(=O)CN2C(=O)NC3(CCCCC3C)C2=O)cccc1[N+](=O)[O-] (stereo not drawn) | -3%
CCN(CC)S(=O)(=O)c1ccc(N2CCOCC2)c(NS(=O)(=O)c2cccs2)c1 | -2%
COc1ccc(C2CC(c3ccc(C(F)(F)F)cc3)=NN2c2ccc(S(N)(=O)=O)cc2)cc1 (stereo not drawn) | 57%[activator]
N#Cc1ccc(CN2CCN(C(=O)c3cccc(S(=O)(=O)N4CCCCCC4)c3)CC2)cc1 | -4%
CC(=O)N1CCN(CC(O)COc2ccc(S(=O)(=O)N3CCOCC3)cc2)CC1 (stereo not drawn) | 0%
Cc1cnc(NC(=O)c2cc(S(=O)(=O)N(C)C)ccc2N2CCCC2)s1 | -11%
CCOc1cc(C(=O)OC(C(=O)NC(=O)NC)c2ccccc2)ccc1OCC(=O)N1CCOCC1 (stereo not drawn) | 1%
O=C(CCOc1ccccc1)NNC(=O)c1ccccc1 | 3%
Cn1c(SCC(=O)N2CC(=O)Nc3ccccc32)nnc1C(F)(F)F | 11%
CCc1cc(C(=O)N(CCCOC)c2c(N)n(Cc3ccccc3)c(=O)[nH]c2=O)sc1C | 3%
O=C(COC(=O)c1ccc(F)cc1)NCc1ccc(F)cc1 | 4%
O=S(=O)(c1ccc(F)cc1)N1CCN(S(=O)(=O)c2cc(F)ccc2F)CC1 | 9%[2.29 µM]

Four of these compounds in another layout:
Cn1c(SCC(=O)N2CC(=O)Nc3ccccc32)nnc1C(F)(F)F
  L3MBTL1 inh = 11%
O=C(COC(=O)c1ccc(F)cc1)NCc1ccc(F)cc1
  L3MBTL1 inh = 4%
CCOc1cc(C(=O)OC(C(=O)NC(=O)NC)c2ccccc2)ccc1OCC(=O)N1CCOCC1 (stereo not drawn)
  L3MBTL1 inh = 1%
Cc1cnc(NC(=O)c2cc(S(=O)(=O)N(C)C)ccc2N2CCCC2)s1
  L3MBTL1 inh = -11%

Continuation.
SMILES | L3MBTL1 inh
CCN(CC(=O)Nc1c(F)cccc1F)C(=O)CCCc1cccs1 | 3%
O=C(COc1ccc(Cl)cc1Br)OCC(=O)c1ccc[nH]1 | -9%
CCOc1ccc(CCNC(=O)COC(=O)COc2ccc(C(=O)CC)cc2)cc1OCC | -1%
CN(Cc1ccccc1)S(=O)(=O)c1ccc(Cl)c(C(=O)NCc2ccncc2)c1 | -7%
N#CCC(=O)Nc1ccc(C(=O)OCC(=O)NNC(=O)c2ccc(Cl)cc2)cc1 | -9%
COc1ccc(C(=O)C2CCCN(Cc3ccc(NC(C)=O)cc3)C2)cc1OC (stereo not drawn) | 8%
O=C1CCN(Cc2ccccc2)S(=O)(=O)c2ccc(F)cc21 | 13%
C/C(CC(=O)Nc1ccc(N(C)C)cc1)=N\NC(=O)c1ccccc1O | -22%
CC(=O)N1CCN(C(=O)COc2ccc3oc4c(c3c2)CCCC4)CC1 | -3%
Cc1ccc(NC(=O)CNc2cc(S(=O)(=O)N3CCOCC3)ccc2N2CCOCC2)cc1S(=O)(=O)N(C)C | 2%
Cc1cc(C(=O)CSc2nnc(C3CC3)n2C2CC2)c(C)n1C(C)C | 0%
COc1ccc(C(NC(=O)CN2C(=O)NC3(CCc4ccccc43)C2=O)c2ccccc2)cc1 (stereo not drawn) | -4%
COc1ccc(C(=O)N2CCN(Cc3ccccc3[N+](=O)[O-])CC2)cc1 | 1%
O=C(NCc1ccccc1F)C(=O)NCC1CCCN1S(=O)(=O)c1ccccc1 (stereo not drawn) | 5%
COCCN(C(=O)CSc1nn(-c2ccc(F)cc2)c(=S)s1)c1c(N)n(CC(C)C)c(=O)[nH]c1=O | -4%
CCC(C)NC(=O)C1CCN(S(=O)(=O)c2ccc3c(c2)CC(C)N3C(C)=O)CC1 (stereo not drawn) | 7%
Cc1cccn2c(=O)cc(COC(=O)C(C)Oc3ccccc3)nc12 (stereo not drawn) | -5%
COc1ccc(CN(C(=O)c2ccccc2Br)C2CCS(=O)(=O)C2)cc1 (stereo not drawn) | 10%
CCc1c(C)nc2ncnn2c1Nc1ccccc1C | 9%
CCc1ccc(N2CCN(S(=O)(=O)CC34CCC(CC3=O)C4(C)C)CC2)cc1 (stereo not drawn) | ?
CCOc1ccc(OCC(=O)OCc2cc(=O)n3cc(Br)ccc3n2)cc1 | -4%
O=C(O)CCC(=O)Nc1ccc(S(=O)(=O)c2ccc(NC(=O)CCC(=O)O)cc2)cc1 | 3%
O=C(Nc1cccc(S(=O)(=O)N2CCOCC2)c1)C12CC3CC(CC(C3)C1)C2 | -9%
O=C(OCC(=O)N1CCCC1=O)c1cc2ccccc2o1 | -11%
Nc1nc(Oc2ccc(F)cc2)c(Br)c(=O)[nH]1 | -6%
O=C(NC12CC3CC(CC(C3)C1)C2)c1cccc([N+](=O)[O-])c1 | 46%[activator]
O=C(c1ccc2ccccc2c1)N1CCCC1 | -3%
CCOC(=O)[C@H]1[C@H]2COc3ccc(Br)cc3[C@@H]2N2C(=O)c3c(C)cc(C)cc3NC(=O)[C@@]12C | 0%
O=C(Cn1c(NCCCO)nc2ccccc21)c1ccc(Cl)cc1 | 7%
O=[N+]([O-])c1ccc(Cl)c(S(=O)(=O)NCCc2ccccn2)c1 | -4%
CC(=O)N1CCN(C(=O)CSc2ncnc3sc(C)c(C)c23)CC1 | 6%
CN(CC(=O)Nc1cccc(Cl)c1)C1=NS(=O)(=O)c2ccccc21 | -1%
CC(C)Oc1ccc(C2NC(=O)c3ccccc3O2)cc1 (stereo not drawn) | -1%
Nc1ccc(S(=O)(=O)N2CCOCCOCCOCCOCCOCC2)cc1 | -1%[2.29 µM]
CCOc1ccc(NC(=O)c2cc(C3CC3)nc3c2cnn3C(C)C)cc1OC | -11%
COc1ccc(S(=O)(=O)N2CCC(C)CC2)cc1OC | -5%[2.29 µM]
CC1CN(C(=O)c2cc(-c3ccncc3)nc3ccccc23)CC(C)O1 (stereo not drawn) | 1%
COc1ccc(NC(=O)C(C)N2C(=O)c3ccccc3S2(=O)=O)c(OC)c1 (stereo not drawn) | -9%
CC(C)=C[C@@H]1C[C@H](C)[C@H]2CC[C@H](C)c3c(O[C@@H]4O[C@@H](C)[C@@H](O)[C@@H](O)[C@@H]4O)c(O)c(C)c1c32 | 7%
CSCCC(NC(=O)COc1ccccc1)C(=O)OCCOc1ccc(Br)cc1 (stereo not drawn) | 8%
NC(=O)c1ccsc1NC(=O)COC(=O)Cc1c[nH]c2ccccc12 | -4%
OCC[C@@H]1C[C@H](O)[C@@H](O)[C@]2(CCc3ccccc3CO2)O1 | -6%
COc1cccc(CNc2ccc3[nH]c(=O)[nH]c3c2)c1OCc1ccccc1F | ?
CC(=O)O[C@H]1CC[C@@]2(C)[C@@H](CC[C@H]3[C@@H]4CC[C@H](C(C)O)[C@@]4(C)CC(=O)[C@@H]32)C1 (stereo partly drawn) | -3%
Cc1ccc(NC(=O)NC(=O)CN2CCC(C(N)=O)CC2)c(C)c1 | 3%
CC[C@]12c3[nH]c4ccc(Cl)cc4c3CCN1C(=O)[C@@H](CC(=O)NC/C=C(\C)CCC=C(C)C)C[C@@H]2C(=O)N1CCN(C(=O)C2CC2)CC1 | -1%
COc1cccc(N2CC(NS(=O)(=O)c3ccc4ccccc4c3)CC2=O)c1 (stereo not drawn) | ?
O=C(Nc1cc(F)ccc1F)c1ccc(-n2cncn2)c([N+](=O)[O-])c1 | 3%
COc1ccc(NS(=O)(=O)c2cc(C(=O)N3CCN(C/C=C/c4ccccc4)CC3)ccc2C)cc1 | -12%
COC(=O)C1=C(C)N(Cc2ccccc2)C(=NCCc2c[nH]c3ccccc23)N[C@H]1c1ccccc1 | -6%
COc1ccc([C@H]2CC(=O)C=C(c3cc(C=O)ccc3OC)C2)cc1 | -9%
O=C1C=C(c2ccc(F)cc2OCc2ccccc2)C[C@@H](c2ccc(F)cc2)C1 | -10%
CCN(CC(=O)Nc1ccccc1C(F)(F)F)C(=O)c1oc2c(Cl)cccc2c1C | 6%
O=C(CNC(=O)c1ccc(F)cc1)NCc1ccccn1 | 2%
O=C(COC(=O)c1cc(S(=O)(=O)N2CCCC2)ccc1O)NCCc1ccccc1 | -6%
O=C(c1cccc(S(=O)(=O)N2CCCCC2)c1)N(CCc1ccccc1)Cc1ccccc1 | -1%
CC(=O)Nc1ccc(Nc2nc(-c3sc(C)nc3C)cs2)cc1 | -7%
CC(C)CN(C(=O)/C=C/c1nc2ccccc2s1)C1CCS(=O)(=O)C1 (stereo not drawn) | -15%
COC(=O)[C@@]1(Cc2ccccc2)[C@H]2C(=O)N(Cc3ccccc3)C(=O)[C@H]2[C@H]2CN=C(SCc3ccc(C)cc3)N21 | -2%

A portion of the library, so the mix of outcomes need not match the whole.
